Screening data: PubChem BioAssay, several laboratories
GSK3 alpha inh – inhibitors of human GSK-3 alpha kinase | P49840 | ADP-Glo luminescence, 60 min | inhibition, % at 10 µM | actives 0.1% (n = 320,000);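 in the data active = inhibition above about 50%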;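 also: GST-tagged GSK-3 alpha with peptide substrate and 25 µM ATP; 0% = DMSO neutral wells and 100% = GW8510 positive control wells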
Target sequence (P49840 whole entry, looked up): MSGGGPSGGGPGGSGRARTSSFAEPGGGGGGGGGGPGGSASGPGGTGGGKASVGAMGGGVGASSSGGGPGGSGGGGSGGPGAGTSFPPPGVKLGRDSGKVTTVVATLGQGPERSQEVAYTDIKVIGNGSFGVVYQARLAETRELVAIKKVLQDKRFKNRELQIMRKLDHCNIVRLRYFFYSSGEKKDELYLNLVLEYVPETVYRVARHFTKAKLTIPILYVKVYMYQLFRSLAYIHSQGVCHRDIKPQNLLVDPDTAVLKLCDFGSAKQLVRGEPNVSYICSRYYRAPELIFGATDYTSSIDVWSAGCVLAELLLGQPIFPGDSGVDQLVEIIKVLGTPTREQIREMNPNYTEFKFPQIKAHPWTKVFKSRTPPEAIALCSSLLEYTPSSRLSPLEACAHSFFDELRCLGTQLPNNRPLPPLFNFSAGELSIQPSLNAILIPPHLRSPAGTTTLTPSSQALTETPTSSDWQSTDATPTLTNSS
IEC-6 tox – counter-screen for KLF5 inhibitors: cytotoxicity in IEC-6 cells. IEC-6 cytotoxicity, luminescence viability. inhibition, % at 5 µM. actives 0.78% (n = 290,000); in the data active = inhibition above about 22%;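 also: 0% = plate median of test compound wells and 100% = cytotoxic reference compound wells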
KLF5 inhibitor – inhibitors of KLF5 expression; DLD-1 KLF5 promoter-luciferase reporter, luminescence; inhibition, % at 5 µM; actives 0.23% (n = 290,000); AID 1700;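 active = inhibition above a per-plate limit of that plate's mean compound inhibition plus 3 SD, cut at about 60% in these data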;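 also: 0% = DMSO wells and 100% = LY294002 at 200 µM; higher means less KLF5 promoter-driven luciferase light; inactives centre near -14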
Platelet DG rel – modulates dense granule release in human platelets; human platelet-rich plasma, SFLLRN dense granule ATP release, luminescence; actives 0.22% (n = 300,000); inhibition, %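 (compounds screened at 7.5 µM in platelet-rich plasma)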;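 active = mean replicate score, as percent of positive control, at or above 50; inconclusive = mean below 50 but at least one replicate at or above 50; inactive = mean and every replicate below 50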
aSyn 5UTR inh – MLPCN primary screen, SNCA 5' untranslated region; AID 1813; inhibition, % (tested at 7.5 µM); actives 0.82% (n = 300,000); alpha-synuclein 5'UTR reporter, inhibitor activity; in the data active = inhibition above about 60%; inconclusive = no clear call, values can overlap the other calls;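 also: H4 neuroglioblastoma cells stably carrying SNCA 5'UTR luciferase fusion; 0% = DMSO wells and 100% = positive control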
HSF1 inhib – HSF1 inhibition. activity change, negative = inhibition, % at 7.5 µM (by protocol). NIH3T3-HGL HSE-luciferase, MG132-induced, luminescence 8 h; hits give low values. actives 0.77% (n = 300,000);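 active = more than half of replicate wells show activity change below -50%, luminescence cut by over half; inconclusive = some wells, but at most half, below -50%; inactive = no replicate well below -50%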;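 also: luciferase reports HSF-1 transcriptional activity via heat shock element; 0% = median of DMSO wells and -100% = zero luminescence signal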
Dyrk1A ADPGlo – Dyrk1A (rat) kinase inhibition. actives 0.43% (n = 310,000). AID 504441. inhibition, % at 12.5 µM. ADP-Glo luminescence, NFATc1 peptide; in the data active = inhibition above about 50%;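 also: plate controls were vehicle with enzyme for no effect and no enzyme for full effect; many of its hits are not listed in these tables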
GSK3B inh – inhibitors of human GSK3beta kinase | P49841 | GST-GSK3beta kinase, ADP-Glo luminescence, 60 min; hits give low values | activity score (negative = inhibition), % at 10 µM | actives 0.038% (n = 300,000);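 active = more than half of replicate wells score below -50%, meaning over 50% inhibition versus plate controls; inconclusive = some replicates but at most half score below -50%; inactive = no replicate scores below -50%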;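 also: 0% = median DMSO wells and -100% = median GW8510 positive control wells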
Target sequence (P49841 whole entry, looked up): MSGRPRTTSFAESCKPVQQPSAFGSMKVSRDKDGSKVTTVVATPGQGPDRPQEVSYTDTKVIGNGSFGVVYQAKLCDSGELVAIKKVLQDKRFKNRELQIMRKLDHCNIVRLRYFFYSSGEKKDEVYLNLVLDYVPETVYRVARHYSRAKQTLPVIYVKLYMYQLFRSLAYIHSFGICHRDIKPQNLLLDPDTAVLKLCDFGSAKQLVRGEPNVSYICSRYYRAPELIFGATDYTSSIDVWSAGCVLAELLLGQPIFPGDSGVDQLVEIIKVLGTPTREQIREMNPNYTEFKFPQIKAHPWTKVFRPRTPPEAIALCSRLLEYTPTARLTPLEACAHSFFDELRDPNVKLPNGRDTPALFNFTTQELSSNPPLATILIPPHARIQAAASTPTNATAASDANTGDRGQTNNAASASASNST
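Assay system: GST-tagged human GSK3beta kinase, cell-free; Input: 1.6 ng GSK3beta; Medium: Tris/MgCl2 kinase buffer; Timing: 60 min enzyme reaction, room temperature; Signal: ADP-Glo luminescence quantifying ADP generated by kinase; Evaluation: score relative to plate controls; Benchmarks: DMSO neutral wells and GW8510 at 20 µM as positive.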
HSP90 refold inh – blocks HSP90-mediated luciferase refolding in reticulocyte lysate; Rabbit reticulocyte lysate, luciferase refolding luminescence, 3 h; inhibition, % at 5.6 µM; AID 1789; actives 0.91% (n = 290,000);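 active = inhibition above the screen-wide mean plus 3 SD, computed separately per campaign, cut at about 16% in these data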;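 also: 0% = DMSO wells and 100% = 60 µM geldanamycin wells; inhibitors lower the luminescence because luciferase stays unfolded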
HSF1 activator – increases HSF-1 driven luciferase reporter signal | NIH3T3-HGL HSF-1 luciferase reporter, MG132, 8 h; 100% = twice DMSO control signal | actives 1.7% (n = 300,000) | AID 504408 | activation, % at 9 µM;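 active = mean replicate activation of at least 50% with a set share of replicates each reaching 50%; inconclusive = only one of those two conditions met; inactive = mean below 50% and too few replicates reaching it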;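 also: 0% = median of the neutral control wells and 100% = twice that signal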
Active calls of the source: *; u = inconclusive; x = not tested or not shown.

SMILES	HSP90 refold inh	aSyn 5UTR inh	Platelet DG rel	IEC-6 tox	HSF1 inhib	GSK3 alpha inh	HSF1 activator	GSK3B inh	Dyrk1A ADPGlo	KLF5 inhibitor
Cc1cc(Cl)c(OCCN2C(=O)NC(C)(C)C2=O)c(Br)c1	-9	14	1	2	4	-3	13	-4	-7	-27
CC1(C)Cc2c(c(=S)nc(-c3ccccc3)n2Cc2cccnc2)CO1	3	x	x	-3	x	0	x	-1	-4	-10
Cc1cc2c(SCC(=O)N3CCN(c4ccccc4)CC3)ncnc2s1	x	13	0	x	-3	x	-4	10	-9	x
COc1ccccc1C1C(C#N)=C(N)Oc2cc(C)n(Cc3ccccn3)c(=O)c21 (stereo unspecified)	-2	6	0	-7	-5	-4	-30	-3	0	-38
CC(C)CCn1cnc2c(cnn2-c2ccc(F)cc2)c1=O	-3	-83	5	-1	11	-1	31	-6	7	-52
CC1=C(C#N)C(c2cccnc2)C2=C(CC(C)(C)CC2=O)N1 (stereo unspecified)	3	4	-3	-1	-3	2	-4	1	0	-3
O=C(COc1ccccc1)NCC(c1cccs1)N1CCOCC1 (stereo unspecified)	2	18	-5	-1	9	-1	38	2	0	6
O=C(COC(=O)CC1CC2CCC1C2)Nc1cccc(S(=O)(=O)NC2=NCCCCC2)c1 (stereo unspecified)	1	-16	-6	12	1	-1	-5	3	-4	-27
CCCC(C(=O)O)N1C(=O)/C(=C/c2cccn2C)SC1=S (stereo unspecified)	0	x	x	-4	x	-5	x	x	-1	-44
CCc1ccc(NC(=O)Cn2nnc(C(=O)NCc3ccc(OC)cc3)c2N)cc1	-1	-7	5	-2	-4	-2	-1	3	4	2
O=C(O)c1nccnc1C(=O)Nc1ccccc1-c1ccccc1	4	-25	4	-2	-12	5	-6	-1	-4	-5
CC#CC(=O)N1CCC(CCc2ccccc2)(C(=O)OCC)CC1	1	u	-1	27*	4	-1	11	1	1	6
CCOc1ccc(N(CC(=O)NCCC2=CCCCC2)S(=O)(=O)c2ccccc2)cc1	-6	13	-6	-5	0	-2	6	2	4	-11
CC1CCN(C(=O)Nc2cccc(NC(=O)N3CCC(C)CC3)c2)CC1	0	39	-3	4	-9	0	-4	0	-1	-1
CN1c2ccccc2C(C)(C)C12CC(c1ccc(S(=O)(=O)N3CCCCC3)cc1)=NO2 (stereo unspecified)	2	-16	1	2	-2	8	8	-3	-1	-9
COc1ccccc1N1CCN(C(=O)CCNC(=O)Cn2ccc3ccccc3c2=O)CC1	-3	-2	2	2	13	-3	29	x	-1	-3
O=C1C2C3C=CC(C4CC34)C2C(=O)N1/N=C/c1ccc(-c2ccccc2[N+](=O)[O-])o1 (stereo unspecified)	6	-39	0	-1	7	2	15	2	-1	-3
COc1ccc(C2CC(=O)C(C=NCCO)=C(O)C2)cc1OC (stereo unspecified)	-1	30	-1	-2	-1	-1	5	2	-5	4
COc1ccccc1N(Cc1ccccc1)S(=O)(=O)c1cccc(C(=O)Nc2ccc(C(C)=O)cc2)c1	0	-88	9	2	9	-3	14	3	6	-39
O=C(Nc1ccccc1C(=O)Nc1nncs1)c1ccccc1	2	-1	10	3	0	-3	12	0	8	-15

Following part:
SMILES	HSP90 refold inh	aSyn 5UTR inh	Platelet DG rel	IEC-6 tox	HSF1 inhib	GSK3 alpha inh	HSF1 activator	GSK3B inh	Dyrk1A ADPGlo	KLF5 inhibitor
CN(C)CCCn1c(-c2ccccc2)nc(=S)c2c1CCCC2	0	14	0	-2	-7	x	-21	1	7	-14
Cc1ccc(CSc2[nH]c(=O)ncc2C)cc1	-5	-2	-3	2	-7	-4	-2	2	2	-4
CN(c1nc2c(c(=O)n(C)c(=O)n2C)n1CC(=O)c1ccccc1)C1CCCCC1	3	-8	-5	1	2	0	19	1	4	-15
Cc1ccc(NC(=O)C(=O)NCC2CCCN2S(=O)(=O)c2cccs2)cc1C (stereo unspecified)	x	-5	1	x	2	0	-1	3	0	x
Cc1cc(C)cc(NC(=O)CN(c2ccc(F)cc2)S(C)(=O)=O)c1	3	-9	3	-1	-4	-1	5	3	-2	3
O=C(CSc1nnc(-c2cccnc2)n1-c1ccc(SC(F)F)cc1)N1CCCc2ccccc21	-1	14	-2	7	2	-1	4	-2	-5	-21
CC(=O)Nc1ccc(S(=O)(=O)Nc2ccc(S(=O)(=O)N3CCCC3)cc2)cc1	-1	-9	-6	2	-4	-2	-8	-2	-1	3
COc1cccc2c(=O)cn[nH]c12	-2	3	15	1	-12	1	-5	0	6	12
CN(C)S(=O)(=O)c1cccc(NC(=S)NCCCn2ccnc2)c1	2	19	-1	-2	-6	2	13	0	0	-12
CCn1c(COc2ccccc2C)nnc1SCC(=O)NC1CCCC1	2	24	0	-6	1	-3	6	0	-2	-20
CCn1cc(/C=C(\NC(=O)c2ccccc2F)C(=O)NCCCn2ccnc2)c2ccccc21	-5	6	-5	-2	7	-2	14	-3	x	-21
O=S(=O)(NCCc1c[nH]c2ccccc12)c1ccccc1	10	-12	3	0	-2	-1	15	3	-2	1
CCN(CC(=O)NC(=O)NC1CCCCC1)Cc1ccccc1	x	14	-7	x	3	-3	10	2	10	x
CC1=CC(C)C2C(=O)N(O)C(=O)C2C1 (stereo unspecified)	3	14	1	-4	4	-2	-13	-3	0	1
COc1cc(F)ccc1S(=O)(=O)N1CCN(c2ccccc2)CC1	1	-12	-3	-7	-3	-2	3	5	3	-32
Cc1cc(C)cc(NC(=S)/C(=C(\[O-])c2ccc(Cl)cc2Cl)[n+]2ccc(C(C)(C)C)cc2)c1	1	4	-2	-2	2	4	8	-1	-1	-28
O=C(N1CCN(c2ccccc2F)CC1)C1(c2cccs2)CCOCC1	2	-28	-84	-3	8	-2	19	-1	-4	5
CC(NC(=O)Cn1cc(C(=O)C2CC2)c2ccccc21)c1ccccc1 (stereo unspecified)	0	-12	x	-3	2	4	18	0	-3	-9
O=C(CCl)Nc1cccc(S(=O)(=O)NC2=NCCC2)c1	11	-180	1	13	-2	0	-6	-3	x	4
CCOc1ccc(CCNS(=O)(=O)c2cn(C)cn2)cc1OCC	6	-31	-8	11	8	-2	12	-8	3	-17

Shown with two lines to a compound: three of the compounds above
The line under a structure holds: HSP90 refold inh	aSyn 5UTR inh	Platelet DG rel	IEC-6 tox	HSF1 inhib	GSK3 alpha inh	HSF1 activator	GSK3B inh	Dyrk1A ADPGlo	KLF5 inhibitor
- CN(c1nc2c(c(=O)n(C)c(=O)n2C)n1CC(=O)c1ccccc1)C1CCCCC1
  3	-8	-5	1	2	0	19	1	4	-15
- Cc1ccc(NC(=O)C(=O)NCC2CCCN2S(=O)(=O)c2cccs2)cc1C (stereo unspecified)
  x	-5	1	x	2	0	-1	3	0	x
- Cc1cc(C)cc(NC(=O)CN(c2ccc(F)cc2)S(C)(=O)=O)c1
  3	-9	3	-1	-4	-1	5	3	-2	3

(further entries)
SMILES	HSP90 refold inh	aSyn 5UTR inh	Platelet DG rel	IEC-6 tox	HSF1 inhib	GSK3 alpha inh	HSF1 activator	GSK3B inh	Dyrk1A ADPGlo	KLF5 inhibitor
CCCCC(=O)OCC(=O)c1[nH]c(C)c(C(C)=O)c1C	2	-4	u	4	20	0	24	4	4	-5
CC(=O)Cn1cnc2c(cnn2-c2ccc(C)c(C)c2)c1=O	-4	-106	2	0	7	0	59*	0	0	-141
O=[N+]([O-])c1cccc(COc2ncnc3cc([N+](=O)[O-])ccc23)c1	-1	-1	-29	1	15	3	18	-1	-4	-11
O=c1cc(CSc2ccc(Cl)cc2)nc(-c2ccccn2)[nH]1	-2	24	2	87*	124	-3	136*	-2	3	55
Cc1cc(Br)c(NC(=O)CCl)c(Br)c1	4	-41	11	0	-7	0	-5	4	-3	-34
O=C(O)/C=C/C(=O)Nc1ccc2c(c1)NC(=O)CO2	-4	-6	-3	-2	-6	0	-1	3	8	-41
CCCCN(C(=O)c1cc(S(=O)(=O)N2CCCCCC2)ccc1OC)c1c(N)n(CCC)c(=O)[nH]c1=O	x	5	9	x	-6	1	15	-2	-2	x
Cc1cccc(NC(=O)COc2ccc(Br)cc2)n1	-4	-71	-2	-5	23	-2	19	-1	4	-49

HSF1 activator: hit marks shown above.
mol | HSP90 refold inh | aSyn 5UTR inh | Platelet DG rel | HSF1 inhib | GSK3 alpha inh | HSF1 activator | GSK3B inh | Dyrk1A ADPGlo | KLF5 inhibitor
CC(=O)Cn1cnc2c(cnn2-c2ccc(C)c(C)c2)c1=O | -4 | -106 | 2 | 7 | 0 | 59* | 0 | 0 | -141
O=c1cc(CSc2ccc(Cl)cc2)nc(-c2ccccn2)[nH]1 | -2 | 24 | 2 | 124 | -3 | 136* | -2 | 3 | 55

A portion of the library, so the mix of outcomes need not match the whole.
